KB-V1 MDR tox: kills drug-selected multidrug resistant KB-V1 cells; KB-V1 MDR cells viability, CellTiter-Glo, 72 h; Potency, µM (doses to about 46.1 µM), for the others: at the top dose activity change, negative = cytotoxicity, most hits filed as cytotoxic; hit rate 3.4% among 400,000; note: potency is the fitted concentration of half-maximal effect; % is set by controls: 0 for no effect and ±100 for the full control effect; nearly all actives have a fitted effect of over 60% in size
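Cytotoxicity toward P-gp-expressing KB-V1 cells was determined as loss of CellTiter-Glo luminescence after 72 h at 37 degrees C. Compounds were tested in quantitative HTS format across a concentration range, with curves fitted to normalized data.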
DRD3 agonist: activates the human D3 dopamine receptor. P35462. D3R DiscoveRx beta-arrestin cells, luminescence, 90 min. max activation, %. hit rate 0.58% among 410,000. AID 652048; in the data active = max activation above about 30%; note: 0% is about no effect; mostly tested at two doses, the higher about 12 µM
Target sequence (P35462 whole entry, looked up): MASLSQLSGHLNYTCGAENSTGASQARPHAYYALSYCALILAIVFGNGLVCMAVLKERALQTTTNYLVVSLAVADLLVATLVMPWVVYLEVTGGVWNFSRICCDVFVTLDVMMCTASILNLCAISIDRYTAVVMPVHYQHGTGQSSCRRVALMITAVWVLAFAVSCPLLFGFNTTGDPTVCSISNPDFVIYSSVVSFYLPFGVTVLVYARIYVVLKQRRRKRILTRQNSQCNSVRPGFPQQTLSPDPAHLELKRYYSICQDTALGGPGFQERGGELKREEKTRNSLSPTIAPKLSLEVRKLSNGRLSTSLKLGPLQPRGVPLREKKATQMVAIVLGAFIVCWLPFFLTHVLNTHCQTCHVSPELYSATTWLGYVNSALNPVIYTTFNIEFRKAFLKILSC
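Agonist-mode cell screen: cells plated at 1500/well and incubated overnight at 37 °C, then exposed to library compounds for 90 min at 37 °C. Detection reagent was added for 30–60 min at room temperature, and luminescence was read.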
aSyn rescue: rescues yeast growth from alpha-synuclein toxicity | Yeast expressing alpha-synuclein, growth rescue, BacTiter-Glo, 24 h | hit rate 0.14% among 370,000 | AID 652106 | Potency, µM (top dose mostly 46.1 µM), without a hit: at the highest dose growth rescue (activation), usual class: activators; note: potency is the fitted concentration of half-maximal effect; % of control where 0% means no effect; nearly all actives have a fitted effect of over 65% in size
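Readout is rescue of growth in alpha-synuclein-expressing yeast, so inhibitors of toxicity appear as activators. Growth after 24 hr at 30 deg C in galactose medium is quantified by luminescence.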
DRD3 antagonist: blocks the human D3 dopamine receptor. P35462. D3R cells, DiscoveRx beta-arrestin luminescence, antagonist mode; hits give low values. max response, negative = inhibition, %. hit rate 2.5% among 360,000; in the data active = max response below about -50%; inconclusive = no clear call, values can overlap the other calls; note: % is set by controls: 0 for no effect and ±100 for the full control effect; mostly tested at two doses, the higher about 12 µM
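Cells plated overnight at 1500 cells/well, then exposed to library compounds with dopamine controls for 90 minutes at 37 degrees C. DiscoveRx reagent added for 30–60 minutes at room temperature; luminescence read, quantitative HTS format.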
GLP1R ag: agonists of human GLP-1 receptor. P43220. HEK293 GLP-1R CRE-luciferase, luminescence, 4-6 h; cells express a hypersensitive GLP-1R form. Potency, µM (top dose mostly 45.6 µM), inactives show at the highest dose activation, most hits filed as activators. hit rate 0.007% among 380,000; note: potency is the fitted concentration of half-maximal effect; % of control where 0% means no effect
GLP1R inv ag: acts as inverse agonist at human GLP-1 receptor; P43220; HEK293 GLP-1R CRE-luciferase, luminescence, 24 h; GLP-1R form is constitutively active; Potency, µM (series often up to 38.3 µM), for inactives: at the top dose activity change, negative = inhibition, hits mostly inhibitors; hit rate 1.6% among 410,000; AID 624417; note: potency is the fitted concentration of half-maximal effect; % is set by controls: 0 for no effect and ±100 for the full control effect; nearly all actives have a fitted effect of over 55% in size
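Readout was luciferase luminescence, measured 12 min after detection reagent at room temperature. Beforehand, GLP-1R reporter HEK293 cells had sat 12 h, then received compounds for 24 hr at 37 deg C.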
GLP1R cytotox: cytotoxicity counter-screen for GLP-1 receptor inverse agonists | Potency, µM (series often up to 38.3 µM), for the others: top-dose activity change, negative = inhibition, actives largely listed as inhibitors | HEK293 cAMP-luciferase reporter cells, luminescence, 24 h | hit rate 0.13% among 410,000;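 note: loss of luciferase light is scored as toxicity; potency is the fitted concentration of half-maximal effect; % is set by controls: 0 for no effect and ±100 for the full control effect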
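Here, cytotoxicity is scored as loss of luminescence. The MLSMR collection was tested on cells seeded in medium containing 10% Nu serum, with a 24 hr compound exposure preceded by 12 hours of culture.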
PTHR1 agonist: activates the human parathyroid hormone receptor PTHR1. Q03431. HEK293 GP2 PTHR1 cells, GloSensor cAMP luminescence, 1 h. Potency, µM (top dose mostly 115 µM), for the others: at the top dose activation, actives largely listed as activators. hit rate 0.075% among 410,000; note: potency is the fitted concentration of half-maximal effect; nearly all actives have a fitted effect of over 55% in size; some results filed as inactive show a strong effect at the top dose; inactives centre near -15; many of its hits are not listed in these tables
Target sequence (Q03431 whole entry, looked up): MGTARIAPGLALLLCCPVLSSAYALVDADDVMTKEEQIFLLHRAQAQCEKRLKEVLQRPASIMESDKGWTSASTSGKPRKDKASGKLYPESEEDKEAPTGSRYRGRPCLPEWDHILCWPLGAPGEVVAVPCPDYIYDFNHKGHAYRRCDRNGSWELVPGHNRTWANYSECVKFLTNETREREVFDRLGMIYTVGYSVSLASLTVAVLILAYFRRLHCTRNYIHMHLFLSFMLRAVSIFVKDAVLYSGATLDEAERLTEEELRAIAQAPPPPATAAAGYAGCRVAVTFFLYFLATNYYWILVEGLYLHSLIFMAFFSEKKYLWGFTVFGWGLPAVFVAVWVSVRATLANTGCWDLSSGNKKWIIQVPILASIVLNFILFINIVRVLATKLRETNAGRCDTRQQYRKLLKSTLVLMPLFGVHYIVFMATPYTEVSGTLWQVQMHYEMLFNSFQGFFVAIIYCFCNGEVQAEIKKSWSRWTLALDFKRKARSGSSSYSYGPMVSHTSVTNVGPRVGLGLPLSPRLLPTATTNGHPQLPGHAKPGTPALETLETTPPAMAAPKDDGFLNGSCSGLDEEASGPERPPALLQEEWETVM
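HEK-293-derived GP2 cells expressing PTHR1 and a GloSensor cAMP reporter, 3,000/well, plated overnight, given luciferin plus IBMX (each 0.5 mM as added) for 1 h at 37 °C, then compound for 1 h at 37 °C. Luminescence was read after 15 min at room temperature.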
TDP-43 yeast inh: rescues yeast growth from TDP-43 toxicity. TDP-43 expressing yeast growth rescue, BacTiter-Glo, 24 h. Potency, µM (doses to about 46.1 µM), for the others: at the highest dose growth rescue (activation), hits mostly activators. hit rate 1.8% among 410,000. AID 652104; note: potency is the fitted concentration of half-maximal effect; % of control where 0% means no effect; nearly all actives have a fitted effect of over 50% in size
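Luminescence from BacTiter-Glo reports growth of TDP-43-expressing yeast after 24 hr at 30 deg C with compound. Cells were raffinose-pregrown to mid-log, then seeded in galactose medium at OD600=0.02.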
* marks the source's active call; other numbers are inactive results; i = inactive; u = inconclusive; x = no result given; & = joins results of further samples; [ ] = another dose, or the depositor's remark. Unless noted, calls come from the whole dose curve; as a rule, active = well fitted curve in the direction sought with a large enough effect; inconclusive = small, poorly fitted or top-dose-only effect, or another doubt; inactive = no such curve, though single readings can be large; an effect the other way counts as inactive or inconclusive. Only part of the results is shown; rates above refer to the full screens.

SMILES	KB-V1 MDR tox	DRD3 agonist	aSyn rescue	DRD3 antagonist	GLP1R ag	GLP1R inv ag	GLP1R cytotox	PTHR1 agonist	TDP-43 yeast inh
Cc1ccc(S(=O)(=O)N/N=C/c2ccc(OCC(=O)Nc3ccccc3Cl)cc2)cc1	-3%	-8	-3%	-3	7%	u	-30%	-21%	u
CCN(CC(=O)Nc1cc(Cl)ccc1C)C(=O)CCS(=O)(=O)c1ccc(Cl)cc1	u	3	6%	2	-18%	u	11%	i	17%
CCCN(CC1COc2ccccc2O1)C(=S)Nc1ccc(C)cc1 (stereo not drawn)	0%	1	-11%	-53*	-2%	11µM*	15%	-2%	u
CCOCC(=O)Nc1ccc(-c2cn3cccnc3n2)cc1	-1%	0	5%	-27	1%	27%	6%	u	-34%[inhibitor]
COC(=O)c1sccc1NC(=O)c1ccc(OC)c(OC)c1	u	1	12%	9	0%	84%[activator]	-14%	i	14%
CCOc1ccc(S(=O)(=O)N2CCN(C(=O)c3ccco3)CC2)cc1	-17%	1	5%	-25	-2%	6%	-2%	-27%	-2%
CCOC(=O)C1CCN(C(=O)Cn2nc(CC)n3c(cc4occc43)c2=O)CC1	9%	6	x	x	x	5%	5%	-4%	10%
COc1ccccc1NC(=O)Nc1nnc(CC(=O)Nc2ccccc2C)s1	27%	9	8%	-1	5%	u	-8%	i	-5%[0.397 µM]
CC(=O)c1cccc(NC(=O)CCCN(C)S(=O)(=O)c2ccc(F)cc2)c1	-20%	2	-3%	3	11%	u	-6%	i	-3%
CCOC(=O)N1CCN(S(=O)(=O)c2ccc(C(=O)N(CCN(CC)CC)c3nc4c(C)cccc4s3)cc2)CC1	-2%	-6	-1%	-16	-7%	u	-23%	i	9%
S=c1[nH]nc(-c2cccs2)n1/N=C/c1cccs1	1%	-3	1%	-18	0%	-2%	7%	-6%	u
CN(C(=O)c1ccc(S(=O)(=O)N2CCCC2)cc1)C1CCS(=O)(=O)C1 (stereo not drawn)	4%	-6	4%	-18	-4%	5%	2%	i	-10%
CCCC(c1nnnn1CS(=O)(=O)c1ccc(C)cc1)N1CCN(c2ccc(F)cc2)CC1 (stereo not drawn)	-10%	3	1%	13	-9%	-19%	-14%	-1%	13%
Cc1ccc(C(C(=O)NC(C)(C)C)N(C(=O)CCC(=O)Nc2ccccn2)c2ccccc2F)cc1 (stereo not drawn)	-4%	-8	0%	-15	24%	u	2%	i	10%
Cc1cccc(CC(=O)Nc2cccnc2)c1	6%	-2	-7%	-9	4%	13%	2%	-19%	9%
COc1ccc(C(=O)NC2CC(C)(C)Cc3c2cnn3-c2ccccc2C)c(OC)c1OC (stereo not drawn)	-33%	-5	-7%	-12	u	u	6%	-6%	u
Cc1ccc(NC(=O)CN(C)S(=O)(=O)c2cccc3cccnc23)cc1F	u	0&-7	11%	3	-5%	-26%&-18%	11%&-3%	-35%[inhibitor]	17%&0%
CCn1c(CN2CCCCC2)nc2cc(NC(=O)c3ccc([N+](=O)[O-])cc3)ccc21	6.5µM*	-5	x	x	x	u	-2%	-27%	16%
CC(C)NC(=O)C1CCN(C2CCN(C(=O)/C=C/c3cccs3)CC2)CC1	14%	9	-9%	-27	15%	-6%	-1%	i	-2%
CCNc1nc(NC(C)(C)C)nc(SC(C(C)=O)C(C)=O)n1	-30%	6	1%	u	-5%	8.9µM*	-10%	-16%	u

Molecules listed so far that contain two or more sulfur atoms:
SMILES	KB-V1 MDR tox	DRD3 agonist	aSyn rescue	DRD3 antagonist	GLP1R ag	GLP1R inv ag	GLP1R cytotox	PTHR1 agonist	TDP-43 yeast inh
CCOC(=O)N1CCN(S(=O)(=O)c2ccc(C(=O)N(CCN(CC)CC)c3nc4c(C)cccc4s3)cc2)CC1	-2%	-6	-1%	-16	-7%	u	-23%	i	9%
S=c1[nH]nc(-c2cccs2)n1/N=C/c1cccs1	1%	-3	1%	-18	0%	-2%	7%	-6%	u
CN(C(=O)c1ccc(S(=O)(=O)N2CCCC2)cc1)C1CCS(=O)(=O)C1 (stereo not drawn)	4%	-6	4%	-18	-4%	5%	2%	i	-10%

Continuation.
SMILES	KB-V1 MDR tox	DRD3 agonist	aSyn rescue	DRD3 antagonist	GLP1R ag	GLP1R inv ag	GLP1R cytotox	PTHR1 agonist	TDP-43 yeast inh
Cc1cccc2sc(NC(=O)[C@@H]3CCCN3C(=O)c3cccs3)nc12	8%	1	7%	2	3%	-6%	-21%	i	3%
O=C1c2[nH]nc(-c3ccccc3O)c2C(c2ccccc2F)N1Cc1ccco1 (stereo not drawn)	-3%	1	0%	-3	1%	0%	-30%	-23%	7%
CCNC(=S)Nc1cc(-c2ccc(Cl)cc2)[nH]n1	-30%	2	-14%	-5	4%	-22%	u	-2%	0%
COc1ccccc1C(=O)Nc1ccc(Oc2ncnc3sc(-c4ccccc4)cc23)cc1	-4%	5	-9%	21	-7%	-8%	7%	i	u
CC(=O)N1CCN(CC(=O)Nc2ccc(C)c(S(=O)(=O)N(C)C)c2)CC1	-4%	-5	-20%	-19	0%	4%	2%	i	-22%[9.22 µM]
CC1Cc2ccccc2N1C(=S)Nc1cccc(S(=O)(=O)N(C)C)c1 (stereo not drawn)	-22%	10	3%	11	-3%	u	-16%	-28%	x
Cc1cc([N+](=O)[O-])nn1Cc1noc(C(=O)NCCCn2ccnc2)n1	1%	3	7%	7	0%	13%	0%	0%	-21%
CC1(CCC(=O)N2CCCC(N3CCN(c4ccc(F)cc4)CC3)C2)CC1 (stereo not drawn)	x	-28	2%	-23	4%	u	10%	-69%[inhibitor]	-26%
O=C(NCCO)C1CCN(S(=O)(=O)c2ccc(F)cc2)CC1	10%	-1	0%	14	-6%	22%	3%	i	17%
O=[N+]([O-])c1ccc(CN2CCN(c3ccccc3)CC2)o1	-18%	-17	18%	-25	-4%	14%	-4%	-6%	-38%[inhibitor]
CCOC(=O)[C@H]1[C@H]2COc3cc(OC)ccc3[C@@H]2N2C(=O)c3cc(OC)ccc3NC(=O)[C@@]12C	28%	12	4%	22	1%	10%	8%	i	0%
O=C(O)CNC(=O)c1ccc(NC(=O)/C(=C/c2ccccc2)NC(=O)c2ccccc2)cc1	-14%	-6	-4%	-17	2%	18%	3%	-66%[inhibitor]	-16%
CC(=O)c1cc2c(cc1N/C(=N/S(=O)(=O)c1ccc(Br)cc1)c1ccccc1)OCO2	-6%&-14%	-1&-2	-6%	30	1%	u	6%&33%	i	-11%[0.397 µM]
O=C(Cc1cccc(NC(=O)C2CCCN(C(=O)C3CCCCC3)C2)c1)Nc1cccc(C(=O)N2CCOCC2)c1 (stereo not drawn)	-1%	10	17%	0	1%	5%	2%	-1%	19%
O=C(Cn1c(SCCOc2ccccc2Cl)nc2ccccc21)N1CCCCC1	u	3	x	x	x	u	-14%	i	0%
Cc1ccnc(NC(=O)c2ccc(C(=O)c3ccccc3)cc2)c1	21µM*	-8	-13%	-55*	-36%[inhibitor]	u	0%	-44%[inhibitor]	5%
COc1ccc(N2CCCn3c2nc2c3c(=O)n(Cc3ccc(C)cc3)c(=O)n2C)c(OC)c1	-2%	2	-2%	23	4%	-2%	-17%	-18%	-4%
CC1CC(C)(C)N(C(=O)CN2CCN(C)CC2)c2ccccc21 (stereo not drawn)	-10%	-25	-1%	u	-2%	5%	8%	i	-12%
Fc1cccc(NC(=S)NCCN2CCOCC2)c1	-24%	0	-8%	-5	-2%	22%	1%	i	0%
O=C(COC(=O)CCCSc1nc2ccccc2[nH]1)NC(=O)NC1CCCC1	0%	-4	-1%	-20	6%	0%	-6%	-12%[57.5 µM]	-15%
C[C@H](NC(=O)c1[nH]cnc1C(=O)Nc1ccc(Cl)cc1)c1ccccc1	u	-20	6%	-11	-5%	u	-5%	-11%	14%
Cc1ccccc1C(=O)Nc1ccc(N2CCCC2)cc1	u	5	-2%	26	-3%	16%	u	10%	6%
O=C(NCCc1ccc(Cl)cc1)C1CCCN(c2ncnc3c2nc2n3CCCCC2)C1 (stereo not drawn)	0%	3	1%	1	0%	u	-6%	-24%	u
CN(C(=O)c1ccc(NC(=O)c2ccco2)cc1)c1ccccc1	-17%	5	-16%	1	4%	1%	-5%	-16%	-16%
CC(=O)NNC(=O)c1[nH]c2ccc(Cl)cc2c1-c1ccccc1	u	-10	-2%	-6	1%	u	-9%	i	6%
NS(=O)(=O)c1cc2c(cc1Cl)NC(c1ccccc1OCC(=O)O)NS2(=O)=O (stereo not drawn)	5%	4	1%	12	11%	26%	1%	12%	0%
COc1ccccc1CNC(=O)c1ccc(NS(=O)(=O)c2cccs2)cc1	-12%	15	-8%	-1	5%	-12%	1%	i	7%

Sorted by formula weight (descending): part of the list above
SMILES	KB-V1 MDR tox	DRD3 agonist	aSyn rescue	DRD3 antagonist	GLP1R ag	GLP1R inv ag	GLP1R cytotox	PTHR1 agonist	TDP-43 yeast inh
Cc1ccc(C(C(=O)NC(C)(C)C)N(C(=O)CCC(=O)Nc2ccccn2)c2ccccc2F)cc1 (stereo not drawn)	-4%	-8	0%	-15	24%	u	2%	i	10%
Cc1ccc(NC(=O)CN(C)S(=O)(=O)c2cccc3cccnc23)cc1F	u	0&-7	11%	3	-5%	-26%&-18%	11%&-3%	-35%[inhibitor]	17%&0%
COC(=O)c1sccc1NC(=O)c1ccc(OC)c(OC)c1	u	1	12%	9	0%	84%[activator]	-14%	i	14%

Shown field by field: two of the compounds above
C[C@H](NC(=O)c1[nH]cnc1C(=O)Nc1ccc(Cl)cc1)c1ccccc1
- KB-V1 MDR tox: u
- DRD3 agonist: -20
- aSyn rescue: 6%
- DRD3 antagonist: -11
- GLP1R ag: -5%
- GLP1R inv ag: u
- GLP1R cytotox: -5%
- PTHR1 agonist: -11%
- TDP-43 yeast inh: 14%
Cc1ccccc1C(=O)Nc1ccc(N2CCCC2)cc1
- KB-V1 MDR tox: u
- DRD3 agonist: 5
- aSyn rescue: -2%
- DRD3 antagonist: 26
- GLP1R ag: -3%
- GLP1R inv ag: 16%
- GLP1R cytotox: u
- PTHR1 agonist: 10%
- TDP-43 yeast inh: 6%

From PubChem BioAssay
